# Source: PubChem BioAssay
# DRD3 antagonist – antagonists of human D3 dopamine receptor | D3R cells, DiscoveRx beta-arrestin luminescence, antagonist mode; hits give low values | max response, negative = inhibition, % | 360,000 tested, 2.5% active | AID 652054; in the data active means max response below about -50%; inconclusive means no clear call, values can overlap the other calls; further: on the % scale 0 is the no-effect control and ±100 the full control effect; mostly tested at two doses, the higher about 12 µM
# Target sequence (P35462 whole entry, looked up): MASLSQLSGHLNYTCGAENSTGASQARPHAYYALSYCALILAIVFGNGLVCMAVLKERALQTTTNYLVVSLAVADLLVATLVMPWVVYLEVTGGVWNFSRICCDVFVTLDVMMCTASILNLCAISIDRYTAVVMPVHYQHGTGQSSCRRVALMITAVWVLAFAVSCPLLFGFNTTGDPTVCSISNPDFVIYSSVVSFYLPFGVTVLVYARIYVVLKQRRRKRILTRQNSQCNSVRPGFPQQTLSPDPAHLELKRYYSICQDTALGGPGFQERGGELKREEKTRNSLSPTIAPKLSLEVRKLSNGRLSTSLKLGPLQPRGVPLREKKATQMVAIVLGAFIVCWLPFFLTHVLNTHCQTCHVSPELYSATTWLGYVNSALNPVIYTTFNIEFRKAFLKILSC
#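 Cells plated overnight at 1500 cells/well, then exposed to library compounds with dopamine controls for 90 minutes at 37 degrees C. DiscoveRx reagent added for 30–60 minutes at room temperature; luminescence read, quantitative HTS format.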
# GLP-1R agonist – agonists of human GLP-1 receptor; P43220; HEK293 GLP-1R CRE-luciferase, luminescence, 4-6 h; cells express a hypersensitive GLP-1R form; Potency, µM (titrated, usually from 45.6 µM), for the others: top-dose activation, most hits filed as activators; 380,000 tested, 0.007% active; AID 624172; further: potency means the concentration at half of the fitted maximal effect; % of control where 0% means no effect
# IL2 activator – IL-2 activation; IL-2 activation reporter assay, cell-based qHTS; stimulated with anti-CD3/CD4/CD28 beads; in transgenic mouse T cells; activation, % (series mostly up to about 46 µM); 360,000 tested, 0.065% active; AID 652025; in the data active means activation above about 50%; inconclusive means mostly about 30% to 49%; further: 0% is about no effect
#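 Unstimulated transgenic mouse T cells; 60-min compound exposure; bead-based TCR/CD4/CD28 stimulation; 18 h culture, 37 degrees C; dual fluorescence (EGFP, DsRed) plate cytometry.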
# HEK293 tox – cytotoxicity counter-screen for GLP-1 receptor inverse agonists. HEK293 cAMP-luciferase reporter cells, luminescence, 24 h. 410,000 tested, 0.13% active. AID 624418. Potency, µM (highest dose often 38.3 µM), without a hit: at the top dose activity change, negative = inhibition, usual class: inhibitors;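 further: loss of luciferase light is scored as toxicity; potency means the concentration at half of the fitted maximal effect; on the % scale 0 is the no-effect control and ±100 the full control effect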
#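 1536-well qHTS counterscreen of the MLSMR; 200 cells/uL, 12 h pre-incubation, 23 nL cpd, 24 h at 37 deg C 5% CO2, luciferase detection reagent, 12 min RT, luminescence. Inhibition = undesired.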
# DRD3 agonist – agonists of human D3 dopamine receptor; AID 652048; D3R DiscoveRx beta-arrestin cells, luminescence, 90 min; 410,000 tested, 0.58% active; max activation, %; P35462; in the data active means max activation above about 30%; further: 0% is about no effect; mostly tested at two doses, the higher about 12 µM
#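 Agonist-mode cell screen: cells plated at 1500/well and incubated overnight at 37 °C, then exposed to library compounds for 90 min at 37 °C. Detection reagent was added for 30–60 min at room temperature, and luminescence was read.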
# GLP1R inv ag – GLP-1 receptor (human) inverse agonism; HEK293 GLP-1R CRE-luciferase, luminescence, 24 h; GLP-1R form is constitutively active; Potency, µM (top dose mostly 38.3 µM), for the others: top-dose activity change, negative = inhibition, actives largely listed as inhibitors; 410,000 tested, 1.6% active; AID 624417; further: potency means the concentration at half of the fitted maximal effect; on the % scale 0 is the no-effect control and ±100 the full control effect; nearly all actives have a fitted effect of over 55% in size
#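 Readout was luciferase luminescence, measured 12 min after detection reagent at room temperature. Beforehand, GLP-1R reporter HEK293 cells had sat 12 h, then received compounds for 24 hr at 37 deg C.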
# PI5P4K alpha inh – blocks human PI5P4K alpha kinase activity; AID 652105; 330,000 tested, 1.2% active; P48426; max response, %; PI5P4Kalpha enzyme, ADP-Glo luminescence, 60 min; hits give low values; active means max response of -50% or lower; inconclusive means between -30% and -50%; inactive means -30% or higher; further: value at the top dose of about 77 µM; on the % scale 0 is the no-effect control and ±100 the full control effect
# Target sequence (P48426 whole entry, looked up): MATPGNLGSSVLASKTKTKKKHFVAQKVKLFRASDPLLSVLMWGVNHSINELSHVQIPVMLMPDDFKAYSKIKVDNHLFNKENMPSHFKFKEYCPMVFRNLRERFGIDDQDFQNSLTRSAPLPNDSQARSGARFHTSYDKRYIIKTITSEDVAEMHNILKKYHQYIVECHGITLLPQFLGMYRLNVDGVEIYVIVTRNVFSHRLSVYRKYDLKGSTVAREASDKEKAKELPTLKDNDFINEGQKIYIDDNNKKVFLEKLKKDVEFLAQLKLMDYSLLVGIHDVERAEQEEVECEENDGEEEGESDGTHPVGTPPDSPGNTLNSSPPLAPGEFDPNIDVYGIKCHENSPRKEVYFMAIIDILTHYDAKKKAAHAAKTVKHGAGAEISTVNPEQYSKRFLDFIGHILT
#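 qHTS, 1536-well: enzyme/substrate mix, compound by pin tool, 5 microM ATP final; RT 60 min; ADP-Glo reagents 1 (45 min) then 2 (30 min); luminescence.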
# PLK1 PBD block – blocks phosphopeptide binding to human PLK1 polo-box domain | P53350 | Plk1 PBD binding of FITC phosphopeptide, fluorescence polarization | Potency, µM, for inactives: max response, negative = inhibition, most hits filed as inhibitors | 360,000 tested, 2.8% active | AID 720504; further: potency means the concentration at half of the fitted maximal effect; series mostly up to about 57 µM; on the % scale 0 is the no-effect control and ±100 the full control effect; nearly all actives have a fitted effect of over 65% in size
# WRN inhibitor – inhibitors of human WRN helicase; Q14191; WRN helicase unwinding, fluorescent forked duplex, kinetic; Potency, µM (series often up to 114 µM), for inactives: top-dose activity change, negative = inhibition, hits mostly inhibitors; 360,000 tested, 0.46% active; AID 651768; further: potency means the concentration at half of the fitted maximal effect; on the % scale 0 is the no-effect control and ±100 the full control effect; nearly all actives have a fitted effect of over 55% in size
#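 Kinetic red-fluorescence monitoring (525/598 nm) tracks WRN helicase activity after 100 nM fluorophore-quencher forked duplex and 2 mM ATP are added to 20 nM enzyme pretreated 15 min at room temperature with compound.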
# An asterisk follows results filed as active; u = inconclusive; x = not tested or not shown; [ ] = another dose, or the depositor's remark. Unless noted, the call rests on the fitted dose curve; in most records, active means well fitted curve in the direction sought with a large enough effect; inconclusive means small, poorly fitted or top-dose-only effect, or another doubt; inactive means no such curve, though single readings can be large; an effect the other way counts as inactive or inconclusive.
# Each structure is followed by: DRD3 antagonist, HEK293 tox, PLK1 PBD block, WRN inhibitor, PI5P4K alpha inh, DRD3 agonist, GLP-1R agonist, IL2 activator, GLP1R inv ag
CCOc1ccc(N(CC(=O)NN=C2CCN(C)CC2)S(C)(=O)=O)cc1
 : 12.4, 67.8%[activator], -0.7%, -5.7%, -9.2, 2.6, -1.1%, -3.0, 2.7%
O=C(N=C1SC2CS(=O)(=O)CC2N1Cc1ccccc1)C1CCCO1 (centres undefined)
 : -2.6, -1.1%, -20.0%, -9.0%, 0.2, 2.4, -3.0%, -2.3, 10.3%
Cc1ccc(NC(=O)COC(=O)CC2SC(N3CCCC3)=NC2=O)cc1 (centres undefined)
 : 1.9, 0.5%, -3.3%, -11.3%, 10.2, 8.6, 7.3%, 0.1, 11.1%
O=C(NCCc1ccccc1)c1c[nH]c2c(F)cccc2c1=O
 : -50.2*, 10.4%, 26.7µM*, -23.5%, 5.2, -3.7, 4.9%, -0.5, -3.8%
COc1ccc([N+](=O)[O-])cc1NS(=O)(=O)c1cccc(C(=O)NCCCN2CCCC2=O)c1
 : -8.8, -2.1%, 0.7%, -1.7%, -3.0, -1.9, 7.0%, -0.4, 5.8%
Cc1cc(C)cc(C(=O)NCC(=O)OCC(=O)N(C)C2CCS(=O)(=O)C2)c1 (centres undefined)
 : -4.1, 22.6%, -10.8%, 5.8%, -2.9, 2.7, -1.9%, -1.4, -1.2%
C[C@@H](CO)NC(=O)c1ccc2c3n(nc2c1)-c1ccc(Cl)cc1CO3
 : -2.3, 1.4%, -9.3%, -2.5%, -9.8, -15.0, 1.3%, -0.1, 13.3%
CC(C)(C)c1[nH]nc2c1C(c1ccncc1)C(C#N)=C(N)O2 (centres undefined)
 : 17.6, 1.1%, 0.8%, -4.3%, -50.8*, 1.2, -16.7%, 0.0, 2.8%
Cc1ccc(-c2nc3ncccn3c2Nc2ccc3c(c2)OCCO3)o1
 : u, 8.1%, -14.2%, -21.8%, -3.2, -5.2, 3.7%, -1.5, 0.7%
CSc1ncc(Sc2ccccc2)c(C(=O)O)n1
 : -1.0, -2.9%, 23.8µM*, -30.0%, -2.3, 4.3, 0.1%, -0.6, 15.7%
CC(=O)c1c(C)[nH]c(C(=O)OCC(=O)NCCc2ccc(F)cc2)c1C
 : 19.9, -19.0%, -2.1%, 2.1%, -4.8, 11.6, -4.6%, -1.4, -16.5%
COc1ccc(CCC(=O)Nc2ccc(N3CCOCC3)cc2)cc1
 : u, 2.0%, -3.1%, -4.9%, -3.6, -4.0, -6.7%, 1.0, -24.3%
Cc1ccc(CN2CCNC(=O)C2CC(=O)NCCCn2cccn2)o1 (centres undefined)
 : -23.3, -9.8%, -0.2%, -4.0%[57.1 µM], 5.1, 9.6, 6.7%, 3.3, 2.2%
CCc1cccc(CC)c1NC(=O)CCS(=O)(=O)c1ccc2c(c1)CCN2C(C)=O
 : x, 4.1%, x, x, x, -3.5, 0.8%, x, 13.2%
Cc1ccc(/C=C2/NC(=O)[C@H](C)NC2=O)cc1
 : -1.3, 1.1%, -3.4%, -7.9%, -8.0, 2.5, 10.7%, -0.7, 7.2%
Cc1cc(-c2n[nH]c(=S)n2/N=C/c2cccs2)n[nH]1
 : u, -12.9%, -13.5%, -10.3%, -0.1, -10.3, 0.1%, 0.0, -1.3%
CCOc1ccccc1NC(=O)/C=C/c1ccc(S(=O)(=O)N2CCOCC2)cc1
 : 1.0, 1.8%, -4.7%, -9.9%, 1.0, -3.4, 1.1%, -0.8, -2.9%
O=C1c2ccccc2C(=O)N1C1(C(=O)NC2(C(=O)O)CCCC2)CCCC1
 : -17.4, 1.9%, 1.6%, -8.2%, -3.5, -8.4, 3.8%, 1.1, 13.5%
Fc1ccc(OCCCCCN2CCCC2)cc1
 : -17.2, 5.1%, -4.1%, -1.9%, x, -24.8, -2.9%, -1.7, -17.1%
O=C(CSc1nnc(C2CC2)n1-c1ccccc1)N1CCCC1
 : 6.6, -9.0%, -9.5%, 5.2%, 0.5, -1.3, 3.0%, 1.5, 3.7%

# Each structure is followed by: DRD3 antagonist, HEK293 tox, PLK1 PBD block, WRN inhibitor, PI5P4K alpha inh, DRD3 agonist, GLP-1R agonist, IL2 activator, GLP1R inv ag
COc1ccc(C=CC(=O)c2cc(O)ccc2O)cc1
 : -17.3, -11.1%, -2.4%, -12.7%, -1.6, -7.6, 19.1%, -0.3, 21.6%
CCN(CC)CCN1C(=O)C(=O)/C(=C(/O)c2ccc(S(=O)(=O)N3CCOCC3)cc2)C1c1ccc(C(C)C)cc1 (centres undefined)
 : -23.8, -0.6%, -1.7%, 0.1%, -6.5, -19.6, 0.9%, -3.2, -2.5%
N#Cc1ccccc1S(=O)(=O)N1CCN(CC(=O)Nc2ccccc2C(=O)NC2CC2)CC1
 : 1.9, -1.9%, -6.9%, 2.9%, 3.0, 6.5, 9.8%, 1.3, 29.4%
CN(C(=O)c1ccc(COc2ccccc2Br)o1)c1ccccc1
 : -19.8, -5.2%, u, -3.8%, -0.4, -9.8, -0.5%, -1.0, u
O=C(CCNC(=O)c1ccc([N+](=O)[O-])cc1)NCCCN1CCCC1=O
 : 17.1, 8.6%, -1.3%, -13.2%, 2.6, 5.3, -8.9%, -0.7, 2.4%
CCNC(=O)CSc1nc2ccccc2c(=O)n1-c1cccc(OC)c1
 : 15.3, 2.3%, 1.6%, 0.9%, -9.2, -0.6, 1.3%, 1.5, -11.6%
CN1CCc2[nH]c3ccc(C(=O)NN)cc3c2C1
 : -5.4, -28.4%, -0.4%, -8.6%[57.1 µM], x, -9.2, -2.6%, -3.0, 9.8%
O=C(COc1coc(CN2CCN(c3ccccc3F)CC2)cc1=O)NC1CCCC1
 : 15.8, -0.2%, -1.5%, -2.0%, -4.8, 2.4, -3.6%, 1.1, 24.1%
Cc1cccc(OCC(=O)NCC(=O)N=Nc2c(O)[nH]c3ccc([N+](=O)[O-])cc23)c1
 : -23.9, -20.0%, -18.0%, -4.9%, u, -15.2, 8.3%, 0.6, 11.0%
Cc1nn(C)c(Oc2cccc(Cl)c2)c1C(=O)Nc1ccc(F)cc1
 : -4.9, -19.9%, -9.2%, -6.0%, x, -13.0, 15.8%, -3.4, -5.0%
CS(=O)(=O)c1ccc(C(=O)NCC2(N3CCCCC3)CCCCC2)cc1
 : 11.0, -2.1%, -10.9%, 3.4%, -4.6, -10.9, 0.5%, 4.0, -1.1%
CN(C)c1ccc(C=C2C(=O)OC3(CCCC3)OC2=O)cc1
 : -6.5, 1.0%, u, u, -10.8, -10.3, -1.5%, 0.5, 3.4%
CSc1cccc(N2CC(C(=O)NCCC3=CCCCC3)CC2=O)c1 (centres undefined)
 : -15.6, -16.2%, 1.1%, -2.9%, -4.8, -3.1, 3.8%, -0.1, u
CCOC(=O)c1csc(NC(=O)COc2ccc(Cl)cc2Cl)n1
 : 18.6, -0.7%, -4.9%, -10.0%, 0.8, -3.0, -5.3%, -0.3, -16.8%
NC(=O)c1ccccc1NC(=O)COC(=O)C1(c2ccccc2)CC1
 : -7.3, -10.7%, -9.0%, 7.9%, 2.7, 7.8, 0.3%, 1.0, -1.5%
CCOC(=O)N1CCN(C(=O)COc2ccc(Cl)c(C)c2)CC1
 : 5.3, 7.4%, 5.1%, 10.0%, 1.0, -0.2, 16.0%, 0.0, -22.2%
CCC(=O)c1ccc(OCC(=O)Nc2ccccc2C(=O)NC2CC2)cc1
 : 8.3, -5.6%, -5.9%, 3.7%, -4.9, 13.6, 8.0%, -0.2, 0.9%
Cc1nnsc1C(=O)N1CCN(c2ccc(C#N)cn2)CC1
 : 1.1, 8.8%, -6.4%, -10.0%, 6.0, 14.9, 7.0%, -2.3, 18.6%
COc1ccc(-c2noc(C(=O)NCc3ccccc3Cl)n2)cc1OC
 : -0.3, 3.6%, 0.6%, 0.9%, -3.0, -6.3, 18.5%, 0.1, 8.3%
O=C(NNC(=O)c1sccc1-n1cccc1)c1ccc(Cl)cc1
 : -1.7, 2.7%, -1.8%, -3.2%, 0.2, -9.6, 2.2%, 0.2, 5.3%

# Each structure is followed by: DRD3 antagonist, HEK293 tox, PLK1 PBD block, WRN inhibitor, PI5P4K alpha inh, DRD3 agonist, GLP-1R agonist, IL2 activator, GLP1R inv ag
CNC(=O)COC(=O)c1ccc([N+](=O)[O-])cc1Cl
 : 13.9, 9.3%, 1.5%, 3.0%[57.1 µM], 1.3, 8.7, 0.2%, -0.7, 19.4%
CCCCOc1ccc(C(=O)Nc2ccc(CN3CCOCC3)cc2)cc1
 : 4.3, -0.2%, 4.0%, 5.9%, -1.6, -6.3, 1.2%, 2.2, -8.7%
Brc1ccc2nc(SCCOc3ccccc3)[nH]c2c1
 : x, 1.1%, x, x, x, -1.1, 12.2%, x, u
Cc1cccc(C)c1OCCCn1ccnc1
 : -11.4, 0.8%, -7.3%, 3.2%, -4.5, -3.3, -1.3%, 0.7, 10.9%
CC(=O)N1CCc2c(sc3c2c(=O)n(Cc2ccccc2)c(=O)n3Cc2ccc(C)cc2)C1
 : x, -0.9%, x, x, x, 2.5, -0.4%, x, -4.4%

# Whole records as entered above. Order of values: DRD3 antagonist	HEK293 tox	PLK1 PBD block	WRN inhibitor	PI5P4K alpha inh	DRD3 agonist	GLP-1R agonist	IL2 activator	GLP1R inv ag
# Shown for `CCCCOc1ccc(C(=O)Nc2ccc(CN3CCOCC3)cc2)cc1` → 4.3	-0.2%	4.0%	5.9%	-1.6	-6.3	1.2%	2.2	-8.7%
# Shown for `CC(=O)N1CCc2c(sc3c2c(=O)n(Cc2ccccc2)c(=O)n3Cc2ccc(C)cc2)C1` → x	-0.9%	x	x	x	2.5	-0.4%	x	-4.4%
# Shown for `Cc1cccc(C)c1OCCCn1ccnc1` → -11.4	0.8%	-7.3%	3.2%	-4.5	-3.3	-1.3%	0.7	10.9%
# Shown for `CNC(=O)COC(=O)c1ccc([N+](=O)[O-])cc1Cl` → 13.9	9.3%	1.5%	3.0%[57.1 µM]	1.3	8.7	0.2%	-0.7	19.4%
